# Screening data from PubChem BioAssay.
# OX1R antag-1 = blocks the human orexin 1 receptor | AID 485270 | inhibition, % at 6.6 µM | OX1R-expressing cells, FRET antagonist read-out | actives 1.8% (n = 330,000); in the data active = inhibition mostly above about 38%, no sharp cut-off; inactive = mostly below about 40%;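 note: 0% = agonist challenge alone and 100% = reference antagonist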
# Target sequence (O43613 whole entry, looked up): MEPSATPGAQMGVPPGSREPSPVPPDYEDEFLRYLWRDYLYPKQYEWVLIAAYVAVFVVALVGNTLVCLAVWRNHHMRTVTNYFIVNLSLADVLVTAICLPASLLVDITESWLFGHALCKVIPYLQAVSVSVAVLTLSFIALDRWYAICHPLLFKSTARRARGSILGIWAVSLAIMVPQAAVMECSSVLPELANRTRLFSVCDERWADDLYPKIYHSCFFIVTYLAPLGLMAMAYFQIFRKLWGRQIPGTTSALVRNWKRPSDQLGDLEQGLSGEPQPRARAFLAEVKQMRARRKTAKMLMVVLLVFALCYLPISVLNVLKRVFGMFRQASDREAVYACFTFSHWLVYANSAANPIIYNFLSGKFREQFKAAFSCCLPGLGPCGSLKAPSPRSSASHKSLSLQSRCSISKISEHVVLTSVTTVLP
# OX1R antag-2 = blocks the human orexin 1 receptor. O43613. CHO/OX1R cells, Fluo-8 calcium fluorescence, orexin A. inhibition, % at 5 µM. actives 0.43% (n = 330,000). AID 434989;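 active = inhibition above its plate's threshold, mean inhibition of all tested compounds on the plate plus 3 SD, cut at about 37% in these data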;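 note: 0% = orexin A challenge wells and 100% = SB-334867-A antagonist wells; not every result past the cut was called active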
# Numbers without * were called inactive.
SMILES,OX1R antag-1,OX1R antag-2
CSC1=N/C(=C\c2ccccc2)C(=O)N1C,26.9,-10.5
COc1cccc(OC)c1-c1nn2c(-c3ccco3)nnc2s1,10.9,-29.3
CCOc1ccc(N(CC(=O)NC2CCCCCC2)S(=O)(=O)c2c(C)[nH]c(=O)[nH]c2=O)cc1,9.7,11.2
C=CCn1c(SCc2cccc3ccccc23)nnc1-c1cccnc1,14.4,-18.0
Cc1ccc(CN2C(=O)N/C(=C\c3cccn3-c3cccc(C(=O)O)c3)C2=O)cc1,19.7,-6.4
CSc1nc(Cl)c(Cc2ccc(OC(C)C)cc2)c(N2CCOCC2)n1,28.1,-10.0
FC(F)(F)c1ccccc1CNCc1ccncc1,7.0,-19.1
O=C(c1ccccc1Nc1ccc(SC(F)F)cc1)N1CCCCCC1,-1.9,-34.5
O=[N+]([O-])c1ccc2nc(/C=C/c3ccc(Cl)cc3)[nH]c2c1,76.6*,13.0
COC(=O)c1cc(CNC(=O)c2ccccc2OCc2c(C)noc2C)ccc1OC,12.2,-9.3
Cc1cccn2c(CN3CCSCC3)c(C(=O)N3CCOCC3)nc12,25.6,-7.7
Cn1c(SCCOc2ccccc2Cl)nnc1-c1cccs1,10.9,-14.6
Cc1cc(C)nc(NS(=O)(=O)c2ccc(NC(=O)c3nn(-c4ccccc4)ccc3=O)cc2)n1,22.6,-7.4
CC(OC(=O)c1cccnc1)C(=O)Nc1ccc2c(c1)OCO2 (stereo unspecified),7.4,-13.7
COc1ccc(-c2c(C)nn3c(-c4ccccc4)cc(C)nc23)cc1,7.8,-17.2
O=C(CSc1nnnn1-c1ccc(O)cc1)N1N=C(c2ccc3ccccc3c2)CC1c1ccccc1 (stereo unspecified),7.4,3.5
COc1ccc(-c2nc3ccc(N4CCN(C)CC4)cc3c(=O)[nH]2)cc1,16.3,-16.2
COCCCNC(=O)Cc1ccccc1OC,11.7,-10.1
O=C(CN1C(=O)NC2NC(=O)NC21)NC1CCCCC1 (stereo unspecified),7.1,-13.5
CCN(CC(=O)NCc1ccc(Cl)cc1)C(=O)c1sccc1C,20.6,-17.2
COC(=O)c1cccc(N(C(=O)c2cnccn2)C(C(=O)NCc2ccccc2)c2ccco2)c1 (stereo unspecified),5.3,-29.2
CN(C)CCCN(C(=O)c1cccc(N2C(=O)CCC2=O)c1)c1nc2cc3c(cc2s1)OCO3,10.4,-3.6
Cc1ccc(C(=O)C2=C(O)C(=O)N(c3ncccn3)C2c2ccccc2F)o1 (stereo unspecified),12.6,-0.5
O=[N+]([O-])c1cccc(-c2csc(Nc3ccccc3)n2)c1,30.2,-8.2
Cc1cc(S(=O)(=O)Nc2nc(CN3CCOCC3)nc3sc4c(c23)CCC4)ccc1F,7.3,-17.9
COC(C(=O)Nc1ccnn1C1CCN(C(=O)c2ccc(C)cc2)CC1)c1ccccc1 (stereo unspecified),5.3,-32.7
Fc1cccc2sc(N3CCCC3)nc12,17.9,0.2
COC(=O)c1ccc(COC(=O)c2ccc(CS(=O)(=O)c3ccc(C)cc3)cc2)cc1,18.6,-19.4
CCC(=O)NC(=S)Nc1ccc(NC(=O)c2ccc(OC)cc2)cc1,15.3,4.9
Cc1ccc(S(=O)(=O)N2[C@@H](c3ccc(C(C)(C)C)cc3)C(C(=O)O)=CC[C@H]2c2ccc(C(C)C)cc2)cc1,-7.7,7.0
CCOC(=O)N1CCN(C(=O)c2ccc3c(c2)N(Cc2ccc(F)cc2)CCS3)CC1,24.5,-34.9
COc1ccc(S(=O)(=O)CC(=O)Nc2nnc(C(F)(F)F)s2)cc1,7.5,-8.4
COc1ccc(-n2c(C)c3c(OC)cccc(=O)c3c2C)cc1,16.5,-18.4
O=C(Cc1ccccc1)NNC(=S)NC(=O)c1cccnc1,11.7,-15.6
C[C@]12CC[C@@H]3c4ccc(O[C@@H]5O[C@H](C(=O)O)[C@@H](O)[C@H](O)[C@H]5O)cc4CC[C@H]3[C@@H]1C[C@@H](O)[C@@H]2O,12.7,5.4
O=[N+]([O-])c1cccc(N/N=C/c2cccc(O)c2O)c1,8.4,-2.2
COCCn1c(SC2CCOC2=O)nc2ccccc2c1=O (stereo unspecified),7.0,5.5
CC1=C(C)NC(=S)SC1,14.0,-8.7
COCCN(C(=O)CSc1nn(-c2ccc(F)cc2)c(=S)s1)c1c(N)n(CC(C)C)c(=O)[nH]c1=O,28.4,-28.6
COc1cc(NC(=O)COC(=O)/C=C/c2ccc(OC)c(OC)c2)cc(OC)c1,33.4,-13.9
CCOCCCNc1ccc(N2C(=O)CCCC2=O)cc1[N+](=O)[O-],19.2,-6.6
COc1ccccc1CN(C)C(=O)CN1CCN(S(=O)(=O)c2ccc3c(c2)OCCCO3)CC1,12.0,-20.5
Cc1ccc(-n2nnc(-c3cc4ccccc4n3C)n2)cc1,14.7,-28.9
O=C(Nc1ccccc1N1CCOCC1)c1cccc(S(=O)(=O)Nc2ccccc2F)c1,5.1,10.2
CCCCOc1ccc(C(=O)Oc2ccc(C)nc2)cc1,11.9,-3.3
Cc1ccccc1CS(=O)(=O)Cc1ccc(C(=O)NCc2ccccn2)o1,26.6,2.8
Cn1nc(Cc2cccc3ccccc23)c(C#N)c1N,18.8,5.2
CCCCC(CC)CN=C(N)NC(N)=NCCCCCCN=C(N)NC(N)=NCC(CC)CCCC (stereo unspecified),34.4,79.1*
O=C1NC2(CCCCC2)N=C1c1ccc(F)cc1,10.1,-17.8
Cc1cc2c(cc1C)CSC(c1ccc3ccccc3c1O)SC2,9.8,-7.7
CCN(CC(=O)Nc1ccccc1C(F)(F)F)C(=O)Cc1cccs1,9.9,1.2
CCOC(=O)c1c(CN(C)C)n(-c2ccccc2)c2cc(Br)c(OC)cc12,6.9,-14.8
O=C(CCN1CCN2CCCC2C1)N1c2ccccc2Sc2ccc(Cl)cc21 (stereo unspecified),-3.2,-16.5
O=C(c1ccc(Br)cc1)N1CCC(C(=O)N2CCN(c3ccccc3)CC2)CC1,19.6,-17.2
NC(=O)C1(N2CCCCC2)CCN(CC(=O)Nc2ccc(Oc3ccccc3)cc2)CC1,9.3,-2.7
Cc1sc(NC(=S)NC(=O)c2ccccc2)c(C#N)c1C,7.0,2.8
CCN(CC)S(=O)(=O)c1ccc(C(=O)Nc2ccc(OCC(=O)N3CCOCC3)cc2)cc1,15.1,-21.5
Cc1c(C(=O)OCC(=O)Nc2ccc(S(N)(=O)=O)cc2)oc2c1ccc1ccccc12,22.2,4.5
CC(=O)c1cc2c(cc1N/C(=N/S(=O)(=O)c1ccc(C)cc1)c1ccc(Cl)cc1)OCO2,22.8,-16.8
O=C(Nc1ccc2c(c1)OCCO2)C1CCCN1C(=O)Nc1ccccc1 (stereo unspecified),11.0,-13.2

# 6 entries already listed, ordered by their value in OX1R antag-2, descending.
SMILES	OX1R antag-2
Cc1c(C(=O)OCC(=O)Nc2ccc(S(N)(=O)=O)cc2)oc2c1ccc1ccccc12	4.5
Cc1cc2c(cc1C)CSC(c1ccc3ccccc3c1O)SC2	-7.7
CCOC(=O)c1c(CN(C)C)n(-c2ccccc2)c2cc(Br)c(OC)cc12	-14.8
CC(=O)c1cc2c(cc1N/C(=N/S(=O)(=O)c1ccc(C)cc1)c1ccc(Cl)cc1)OCO2	-16.8
O=C(c1ccc(Br)cc1)N1CCC(C(=O)N2CCN(c3ccccc3)CC2)CC1	-17.2
O=C1NC2(CCCCC2)N=C1c1ccc(F)cc1	-17.8

# 6 entries from above, sorted by number of heavy atoms, smallest number first:
SMILES,OX1R antag-1,OX1R antag-2
Cc1sc(NC(=S)NC(=O)c2ccccc2)c(C#N)c1C,7.0,2.8
CCN(CC(=O)Nc1ccccc1C(F)(F)F)C(=O)Cc1cccs1,9.9,1.2
O=C(Nc1ccc2c(c1)OCCO2)C1CCCN1C(=O)Nc1ccccc1 (stereo unspecified),11.0,-13.2
O=C(c1ccc(Br)cc1)N1CCC(C(=O)N2CCN(c3ccccc3)CC2)CC1,19.6,-17.2
NC(=O)C1(N2CCCCC2)CCN(CC(=O)Nc2ccc(Oc3ccccc3)cc2)CC1,9.3,-2.7
CCN(CC)S(=O)(=O)c1ccc(C(=O)Nc2ccc(OCC(=O)N3CCOCC3)cc2)cc1,15.1,-21.5

# Other compounds
SMILES,OX1R antag-1,OX1R antag-2
O=C(CSCC(=O)Nc1ccccc1)N/N=C/c1c(O)ccc2ccccc12,17.6,-16.6
O=C(Nc1ccccc1N1CCOCC1)c1cccnc1Cl,7.7,1.9
O=C(c1ccc([N+](=O)[O-])cc1)N1CCSC1c1ccc(Cl)cc1 (stereo unspecified),13.3,-25.7
CCCCCCCCCCSc1n[nH]c(N)n1,8.7,7.0
CC(Oc1ccccc1)C(=O)N1CCN(c2ccc(N3CCCCC3)nn2)CC1 (stereo unspecified),25.4,-5.6
O=C(CSc1nnc(-c2ccccc2O)n1-c1ccccc1)Nc1cccc(C(=O)O)c1,21.6,-1.9
COc1ccc(C(C)=O)cc1COC(=O)c1ccc(N)c([N+](=O)[O-])c1,27.9,-14.1
CC(C)Oc1cccc(C(=O)N2CCCC2)c1,30.3,-2.5
C/C(=N\NC(=O)c1ccc([N+](=O)[O-])cc1)c1c(O)cc(C)oc1=O,68.4,-14.4
COc1ccccc1OCC(=O)Nn1c(=S)[nH]c2ncccc2c1=O,18.5,7.0
CC1=CC(C)(C)NC(=S)N1c1ccc(C)cc1C,30.7,-14.2
CCn1c(O)c(N=NC(=O)CNC(=O)Cc2ccccc2)c2ccccc21,43.1,-30.0
C/C(=N/NS(=O)(=O)c1ccccc1)c1ccc(NC(=O)C2CC2)cc1,34.0,-23.3
O=C(Oc1ccc2c(c1)OCO2)c1cc2c(s1)CCC2,11.7,-19.4
CN(C(=O)COC(=O)c1ccc([N+](=O)[O-])cc1Cl)C1CCCCC1,67.0,-21.6
CC(C)=CC(=O)N1CCCc2ccccc21,-2.6,6.4
O=S(=O)(c1ccccc1)N1CCC(O)(CSc2ccc(F)cc2)CC1,33.2,4.5
O=C1CC(c2ccc(F)cc2)C2=C(CCCC2=O)N1 (stereo unspecified),28.6,4.5
Cc1[nH]n(-c2ccccc2)c(=O)c1C(=O)c1ccccc1,1.4,-2.9
CCOc1ccc(S(=O)(=O)NCCC(=O)N2CCC(Cc3ccccc3)CC2)cc1,11.6,-7.9
Cc1ccc(-n2nc3ccc(N)cc3n2)c(C)c1,7.7,-22.3
COC(=O)C(C(=O)OC)=C(/C=C/C=C/N(C)C)N(C)C,-0.2,-6.1
CC[C@@H](C)[C@H](NC(=O)C1CCN(C(=O)[C@@H](NS(=O)(=O)c2ccc(C)cc2)C(C)C)CC1)C(=O)O,9.2,-14.3
O=C(CCCn1c(=O)[nH]c2ccsc2c1=O)NCc1cccs1,15.9,-25.9
COc1ccc(OC)c(NC(=O)CC2C(=O)NCCN2C(=O)Nc2cccc(Cl)c2)c1 (stereo unspecified),9.0,-11.2
COc1cccc(NC(=O)CCN2C(=O)C3CC=CCC3C2=O)c1 (stereo unspecified),21.8,-2.9
O=S(=O)(NCC1CCCO1)c1ccc(NS(=O)(=O)c2ccc(F)cc2)cc1 (stereo unspecified),4.0,-16.9
O=C(CSc1nc(Nc2ccccc2)nc(N2CCOCC2)n1)Nc1ccc2c(c1)OCCO2,0.6,0.7
COc1ccc(OC)c(-n2nnnc2SCC(=O)O)c1,8.8,3.9
COc1cc(NC(=O)c2ccco2)c(OC)cc1NC(=O)CCC(=O)Nc1cc(C)ccc1C,13.3,-27.4
Cc1nn(C(C)C(=O)NCc2cccs2)c(=O)c2nn(-c3ccccc3)c(C)c12 (stereo unspecified),14.1,-19.3
Cc1ccc(OCCN(C)C(=O)c2cc(COc3ccc(F)cc3F)on2)cc1,41.7,-15.9
CCOc1ccc(NC(=O)CCC(=O)c2ccc(F)cc2)cc1,-14.3,-11.8
COC(=O)c1sccc1NC(=O)c1ccc(OC)cc1,89.4*,4.2
CCN(CC)C(=O)NC1CCCCCCC1,2.1,-19.1
O=C(Nc1ccc2ccccc2c1)[C@@H]1C[C@H]1[C@@H](NP(=O)(c1ccccc1)c1ccccc1)c1ccccc1,9.4,-36.5
CCCc1nnc(NC(=O)CS(=O)(=O)c2ccccc2)s1,19.2,-2.6
Cc1cc(C)nc(NC2=NCCN2C(=S)Nc2c(C)cccc2C)n1,22.7,-18.0
CC(NC(=O)Cc1ccsc1)c1ccc(S(N)(=O)=O)cc1 (stereo unspecified),5.8,11.2
CC(C)Cn1c(SCC#N)nc2ccccc2c1=O,21.8,-22.9
O=C(C1CCN(S(=O)(=O)c2cccc3cccnc23)CC1)N1CCN(Cc2ccccc2)CC1,17.7,-29.1
CC(=O)C[C@H]1c2ccccc2S(=O)(=O)N1C1CCCCC1,10.1,-11.4
CCc1nc2ccccc2n1CC(O)COc1ccc(NC(C)=O)cc1 (stereo unspecified),2.7,-0.1
CC(C)(C)C(=O)N(Cc1ccc(Cl)cc1)c1cnccn1,13.9,3.1
O=C(c1ccco1)N1CCN(C(=O)c2cc3cc([N+](=O)[O-])ccc3oc2=O)CC1,41.6,-6.0
O=C(CN1CCN(c2ccccc2O)CC1)NC(=O)NCc1ccccc1,1.5,-11.1
CCN1CCN(CC(=O)Nc2ccc3c(c2)OCCO3)C(=O)C1=O,19.5,-10.0
O=c1[nH]c(CSc2nc3ccccc3s2)nc2cc(Cl)ccc12,17.2,-2.2
O=C(Cn1nnc(-c2ccc(F)cc2)n1)Nc1cccc(S(=O)(=O)N2CCCC2)c1,7.9,0.9
Cc1ccc(-n2cc(CNCCc3cscn3)c(-c3ccc(F)cc3)n2)cc1,13.7,-16.8
COc1ccc(C(=O)OCN2C(=O)c3ccccc3C2=O)cc1,12.8,-8.3
O=C1NC2(CCCCC2)CO1,19.5,-9.7
COc1ccc(CCN(C(=O)c2ccco2)C(C(=O)NC2CCCC2)c2ccncc2)cc1OC (stereo unspecified),26.8,-10.6
O=C(O)Cn1cc(/C=c2/sc3nc4ccccc4n3c2=O)c2ccccc21,59.1*,19.1
CNS(=O)(=O)c1cnccc1N1CCN(c2cccc(Cl)c2)CC1,33.8,-13.1
Cc1nn(-c2ccccc2)nc1C(=O)NNC(=O)c1ccc(C(F)(F)F)cc1,2.7,-19.6
